# Assay outcomes as filed in PubChem BioAssay.
# Large T inhibition: SV40 large T antigen inhibitors, biochemical (AID 1903); inhibition, % at 20 µM; hits with a dose series show IC50 in µM; 310,000 tested, 0.39% active; SV40 large T antigen ATPase/helicase inhibition assay; higher % means a stronger effect; in the data active = a potency from the dose series; inconclusive = inhibition mostly from about 32% at the one dose, without a potency; inactive = the rest, 99 in 100 with inhibition below about 32%; also: strong numbers were not always called active
# Rac1 GTP hydrolysis: MgcRacGAP GTPase-activating activity inhibitors, confirmation, biochemical, ADP Hunter fluorescence | 340,000 tested, 0.6% active | inhibition, % at 30 µM, or IC50 in µM where a hit was titrated | MgcRacGAP-stimulated Rac1 GTP hydrolysis, ADP Hunter fluorescence; higher % means a stronger effect; GST-tagged Rac1 F28L mutant substrate | AID 624330;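 active = first-screen hits whose inhibition reached a set limit at any dose in the follow-up dose series; inconclusive = inhibition above the set first-screen limit but never retested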;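 also: fluorescence reports GDP produced by GAP-driven GTP hydrolysis; strong numbers were not always called active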
# TNAP activators: stimulation of alkaline phosphatase TNAP activity – biochemical, luminescent, no phosphate acceptor, uHTS, primary screen (AID 1001). purified TNAP, luminescent activation assay, no phosphate acceptor; higher activation fold means a stronger effect. one-dose activation fold at 20 µM; EC50 in µM for titrated hits. 200,000 tested, 0.03% active; in the data active = activation fold from about 3, or a potency from the dose series; inactive = the rest, 99 in 100 with activation fold below about 1.6; also: many of its hits are not listed in these tables
# RSV antiviral HEp-2: inhibition of RSV-induced cytopathic effect – HEp-2 cells, primary 10 µM value included (AID 2391); 310,000 tested, 0.13% active; CPE inhibition, % at 10 µM; hits with a dose series show IC50 in µM; HEp-2 cells, RSV-induced CPE inhibition; higher % means a stronger effect; in the data active = a potency from the dose series; inconclusive = CPE inhibition mostly from about 23% at the one dose, without a potency; inactive = the rest, 99 in 100 with CPE inhibition below about 21%; also: strong numbers were not always called active
# K1F lysis inhibition: protection from phage-mediated lysis, alamar blue read-out – E. coli UTI89, K1F phage, bacterial capsule biogenesis inhibitors (AID 488966) | one-dose inhibition, % at 100 µM; IC50 in µM for titrated hits | E. coli UTI89 K1F phage lysis, alamar blue, 2 h; higher % means a stronger effect | 340,000 tested, 0.02% active;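 active = phage lysis inhibition, versus mean bacterial control, above a set limit; inconclusive = no clear call, values can overlap the other calls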;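 also: capsule biogenesis inhibitors block K1F phage lysis so surviving cells raise fluorescence; higher fluorescence means more inhibition of phage lysis; actives were called in the ten point dose series up to 300 µM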
# T cell HTS: T cell immune modulators affecting CD8 T cell-vesicle binding. 2C CD8+ T cell-vesicle binding, flow cytometry; stronger effect = lower value. calls only at 7 µM. 330,000 tested, 0.068% active. AID 2052;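 active = response, share of CD8 T cells binding vesicles, and their 90th percentile fluorescence all below set limits, cut at about 80% in these data, passing the limit was not always enough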
#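 Assay system – 2C mouse CD8+ T cells · Also added – QL9-loaded Drosophila micro-vesicles · Timing – Cell–vesicle co-incubation 1.5 h at 37 °C, staining 20 min on ice · Signal – flow cytometry of vesicle-bound cells · Measure – percent CD8+ FL2 mean versus row control · Controls – Peptide-free naked vesicles (low) and QL9 vesicles with 0.7% DMSO vehicle (high)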
# Salmonella PhoP GFP: PhoP-dependent GFP reporter repression – Salmonella Typhimurium, primary screen (AID 1863) | S. Typhimurium PhoP-regulated promoter GFP reporter, 4 h; higher % means a stronger effect | one-dose inhibition, % at 50 µM; IC50 in µM for titrated hits | 300,000 tested, 0.16% active;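 active = inhibition over 29.93%, a cutoff 3 SD above the screen mean, later confirmed by dose response; inconclusive = inhibition over 29.93% but no dose response follow-up; inactive = inhibition at most 29.93% or unconfirmed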;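 also: 0% = low Mg2+ inducing control and 100% = high Mg2+ repressing control; strong numbers were not always called active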
# NTR1 ag: NTR1-driven beta-arrestin-GFP spot formation – imaging, U2OS cells, high content, primary screen (AID 493036). P30989. agonist mode. activation, % at 20 µM. 330,000 tested, 0.17% active;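 active = activation at or above 40% of the spot to cytoplasm intensity ratio, with at least 20 cells analyzed; inconclusive = wells under 20 cells, flagged as cytotoxic or low count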;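 also: 0% = DMSO without peptide and 100% = 100 nM NTR1 peptide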
# Target sequence (P30989 whole entry, looked up): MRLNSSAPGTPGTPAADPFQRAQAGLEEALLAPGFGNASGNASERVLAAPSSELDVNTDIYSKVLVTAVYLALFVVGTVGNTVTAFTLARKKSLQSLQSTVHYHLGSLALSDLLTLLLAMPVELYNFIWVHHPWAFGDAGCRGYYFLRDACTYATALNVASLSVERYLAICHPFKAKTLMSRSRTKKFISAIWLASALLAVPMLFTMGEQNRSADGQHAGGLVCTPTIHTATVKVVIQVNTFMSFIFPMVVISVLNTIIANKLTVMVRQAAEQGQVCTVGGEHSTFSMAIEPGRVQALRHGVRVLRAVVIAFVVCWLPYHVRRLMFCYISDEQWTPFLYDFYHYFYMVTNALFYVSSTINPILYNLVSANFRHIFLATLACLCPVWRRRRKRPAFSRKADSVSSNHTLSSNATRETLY
# Myeloid diff MLP: myeloid differentiation induction; ER-HoxA9 myeloid progenitors, lysozyme-GFP differentiation, flow cytometry; calls only at 10 µM; 360,000 tested, 1% active;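 active = normalized GFP-positive differentiation at or above the plate's own cutoff, the solvent-only control mean plus 3 SD; inconclusive = no clear call, values can overlap the other calls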;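 also: cells exposed to compound for four days before flow analysis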
# T cell HTS vesicle-bound %: second read-out of T cell HTS, no call of its own (marks repeat the call); double positive events, %; measured here: CD8+ vesicle-bound cell fraction;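 binding gate set so that unloaded-vesicle control wells show 10% double positive cells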
# NTR1 ag cell count 20 µM: further read-out of NTR1 ag, marked with its call; cell count; measured here: cell count, cytotoxicity flag
# Myeloid diff MLP GFP+ MAC1+ %: second read-out of Myeloid diff MLP, no call of its own (marks repeat the call); GFP+ MAC1+ double positive, %; measured here: differentiation confirmed by MAC1 staining
# * = called active by the depositor; i = inactive; ? = inconclusive; · = not tested or not shown; + = active, no number; [ ] = dose if it differs, or a comment. Hits appear at their usual frequency (roughly 2.3% active in at least one column).
SMILES,Large T inhibition,Rac1 GTP hydrolysis,TNAP activators,RSV antiviral HEp-2,K1F lysis inhibition,T cell HTS,T cell HTS vesicle-bound %,Salmonella PhoP GFP,NTR1 ag,NTR1 ag cell count 20 µM,Myeloid diff MLP,Myeloid diff MLP GFP+ MAC1+ %
Cc1c(C(=O)NC2CCCc3ccccc32)oc2ccc(S(=O)(=O)N3CCCCC3)cc12 (stereo not given),-6.1%,5.0%,1.1,7.2%,0.1%,i,38.2,1.6%,3.7,69,i,0.8
CC(C)(C)NC(=O)c1ccccc1NC(=O)c1ccc2c(c1)OCO2,-5.8%,0.8%,1.1,0.5%,0.2%,i,28.3,6.8%,-0.2,47,i,0.4
C=CCSc1nc2c(cnn2-c2ccccc2)c(=O)n1N,8.4%,·,·,2.6%,·,i,28.4,-1.8%,-0.4,57,i,0.5
CSc1nc(-c2ccccc2)nc(N2CCN(C)CC2)c1C(C)=O,6.9%,10.5%,1.1,-1.2%,0.6%,i,52.1,-4.5%,1.2,48,i,0.3
NS(=O)(=O)c1cccc(NC(=O)CCN2C(=O)C3CCCCC3C2=O)c1 (stereo not given),·,4.1%,·,1.5%,0.9%,i,47.3,·,0.0,42,i,0.8
CCCN1C(=O)/C(=C\C=C2\N(CC)c3ccccc3C2(C)C)SC1=S,-0.4%,7.6%,0.6,·,0.6%,·,·,-6.5%,·,·,+,8.9*
CCOc1ccc(NS(=O)(=O)c2ccc(NS(C)(=O)=O)cc2)cc1,6.8%,5.2%,1.1,0.2%,1.7%,i,15.9,-3.8%,-0.2,39,i,1.5
CC(C)=C1SC(N2CCN(c3cccc(C(F)(F)F)c3)CC2)=NC1=O,16.6%,6.4%,1.1,4.2%,0.3%,i,52.6,-11.8%,3.0,78,i,1.1
COc1cc(C(=O)NNC(=O)c2ccc(NC(C)=O)cc2)cc(OC)c1OC,1.0%,·,1.1,1.8%,·,i,48.9,0.7%,0.6,44,i,0.2
O=C(Nc1nnc(C2CCCCC2)s1)c1cccs1,-4.0%,-2.5%,1.1,2.0%,-0.6%,i,37.6,-6.6%,1.6,78,i,1.2
O=[N+]([O-])c1ccc2nc(C(O)C(O)c3nc4ccc([N+](=O)[O-])cc4[nH]3)[nH]c2c1 (stereo not given),9.7%,5.5%,·,1.1%,1.0%,i,59.5,3.5%,-0.1,66,i,0.4
C=CCNC(=S)NNC(=O)c1ccc(OC(C)C)cc1,13.7%,8.4%,2.5,4.9%,-0.4%,i,30.3,2.7%,-2.8,97,i,0.8
CC(=O)O[C@H]1CC(=O)OC(C)(C)C2CC(=O)[C@]3(C)C(CC[C@@](C)([C@@H](O[C@@H]4O[C@H](CO)[C@@H](O)[C@H](O)[C@H]4O)c4ccoc4)[C@@]34O[C@@H]4C(=O)O)[C@]21C (stereo not given in full),·,-2.7%,·,0.8%,2.6%,i,37.5,·,-1.6,87,i,3.1
Oc1ccc(-c2csc(Nc3ccccn3)n2)cc1O,51.7µM*,?,·,4.4%,2.8%,i,65.9,1.2%,6.3,66,i,1.3
CCN(CC(=O)Nc1c(F)cccc1F)C(=O)c1cccc(S(=O)(=O)N2CCc3ccccc3C2)c1,3.4%,8.9%,·,1.4%,0.7%[50 µM],i,28.8,-2.6%,0.3,42,i,1.6
Cc1ccc(NC(=O)COC(=O)c2ccco2)cc1,22.6%,6.4%,1,1.0%,0.1%,i,52.0,0.8%,-0.9,76,i,0.5
Cc1ccc(OCC(COCc2ccccc2)NC(C)C)cc1 (stereo not given),6.6%,12.9%,·,-0.1%,-0.6%,i,36.1,·,-0.3,50,i,0.4
CCOc1ccc2nc(SCC(=O)Nc3ccc4c(c3)OCO4)sc2c1,-1.1%,8.1%,1,19.5%,3.6%,i,38.5,1.9%,1.0,54,i,0.2
Cc1ccc(N=Nc2c(O)[nH]c(=O)[nH]c2=O)cc1S(=O)(=O)Nc1ccc(Br)cc1,·,1.5%,·,·,2.6%,i,47.3,·,4.9,48,i,1.0
COC(=O)C1(C)CC1(c1ccccc1)c1ccccc1 (stereo not given),4.4%,-4.1%,·,-0.4%,-1.4%[50 µM],i,33.6,-3.1%,-0.5,95,i,0.7
COc1ccccc1C(=O)NCC(=O)NCc1cc(=O)n(C)c(=O)n1C,-1.7%,8.0%,·,0.0%,-7.2%,i,10.6,1.6%,-0.6,59,i,5.7
Cc1ccsc1/C=C1\CCc2ccccc2C1=O,21.5%,5.4%,1.1,5.6%,0.9%,i,34.3,-3.7%,0.2,82,i,0.7
CN(C(=O)c1ccccn1)c1nnc(-c2ccccn2)s1,26.8%,-0.7%,1.1,0.7%,5.2%,i,60.1,-3.7%,0.5,63,i,1.8
CCOC(=O)c1c(C)oc2c1c(C(c1cccnc1)N1CCCCC1)c(O)c1ccccc12 (stereo not given),-1.4%,8.4%,1,4.5%,-0.9%,i,13.5,4.7%,12.7,44,i,0.2
NC(=S)Nc1cc2ccccc2c2ccccc12,-10.2%,15.4%,1,?,-0.1%,i,33.1,1.6%,2.5,69,i,3.2
C/C(=C\C(=O)c1ccccc1)NNc1nc2ccccc2s1,9.2%,-1.4%,1,3.9%,0.0%,i,32.5,2.4%,-4.9,85,i,1.5
Cc1cccn2c(=O)c3cc(C(=O)NCc4ccco4)c(=N)n(C4CCCCC4)c3nc12,15.5%,12.6%,·,11.0%,0.2%,i,25.7,-3.0%,12.7,50,i,0.5
Cc1ccc(N2C(=O)N(Cc3ccccc3C)c3ccccc3S2(=O)=O)cc1,0.0%,12.4%,1,5.5%,1.4%[50 µM],i,50.0,3.8%,1.5,50,i,0.5
Cc1ncc(CN2CCC(n3nccc3NC(=O)c3ccccc3)CC2)s1,18.2%,7.3%,·,0.5%,-0.1%,i,10.7,-2.2%,1.5,70,i,0.6
O=S(=O)(c1ccc(-c2csc(-c3cccnc3)n2)cc1)N1CCCC1,-2.7%,6.6%,1.1,0.7%,0.2%,i,23.5,9.2%,2.8,52,i,0.6
COc1ccc(NC(=O)CSc2ccc3nnc(-c4cccnc4)n3n2)c(OC)c1,3.3%,3.6%,1,5.8%,0.1%,i,18.8,1.7%,-0.9,55,i,0.3
Cc1cc(C(=O)Nc2ccccc2N2CCOCC2)no1,·,4.7%,·,0.7%,0.4%[50 µM],i,3.8,·,1.5,61,i,2.0
Cc1ccccc1NC(=O)COC(=O)CC1CCCC1,·,4.2%,·,·,0.9%[50 µM],·,·,·,-1.2,63,i,0.3
COC(=O)C(C(=O)Nc1ncccn1)C1CCCCCC1 (stereo not given),-2.8%,10.6%,1.1,1.3%,1.8%,i,32.8,-5.2%,0.0,32,i,0.6
CCc1ccc(/C=N/N2CCN(c3ccccn3)CC2)cc1,3.3%,15.5%,·,·,-0.1%,i,29.4,-4.6%,2.8,38,i,0.3
COc1ccc(-c2n[nH]c(C)c2-c2cnn(-c3ccccc3)c2)c(O)c1C,5.5%,6.5%,1.2,19.6%,0.0%,i,15.3,2.2%,18.3,61,i,1.0
CCOC(=O)N1CCN(C(=O)C2CCCN(S(=O)(=O)c3cccnc3)C2)CC1 (stereo not given),2.5%,-0.6%,0.9,1.9%,4.9%,i,36.0,-2.7%,-3.5,61,i,1.2
Cc1ccc(N(C(=O)CNC(=O)c2ccco2)C(C(=O)NC2CCCCC2)c2cccnc2)cc1F (stereo not given),1.2%,0.2%,·,0.1%,0.2%,i,30.4,5.3%,0.3,43,i,5.5
Cc1ccc(Cn2nc(C)c(NC(=O)c3nn(C)cc3Cl)c2C)cc1,7.0%,7.1%,0.9,1.6%,-0.7%,i,11.6,4.7%,-1.6,80,i,1.4
CCOC(=O)C1=C(C)Nc2nnnn2C1c1cccc(OC)c1OC (stereo not given),4.4%,11.9%,·,0.6%,0.0%,i,35.6,1.1%,-0.9,94,i,1.5
Nc1ccc2oc(=O)c(-c3ccccc3)cc2c1,5.1%,8.9%,·,3.5%,0.2%,i,59.1,-2.3%,-0.5,86,i,1.4
COc1ccc(/C=N/NC(=O)c2cccc([N+](=O)[O-])c2)cc1OC(=O)c1ccccc1,18.1%,6.9%,1,1.6%,0.3%,i,14.8,-1.2%,0.7,85,i,1.2
COc1ccc(C(N)=O)c(OCC(=O)Nc2cc(C)on2)c1,·,5.5%,·,1.4%,1.1%[50 µM],i,20.8,·,-0.5,56,i,0.8
O=C(N/N=C/c1ccccn1)c1ccc([N+](=O)[O-])cc1,4.5%,-0.2%,1,-0.1%,-0.2%,i,20.2,-7.3%,2.6,55,·,·
O=C(COC(=O)c1ccc[nH]c1=O)NC1CC1,·,1.6%,·,·,1.1%[50 µM],i,35.0,·,-0.4,58,i,0.8
O=C(CSC1=NS(=O)(=O)c2cc(Cl)ccc2N1)NCc1ccccc1,23.3%,0.6%,·,-1.0%,1.9%[50 µM],i,49.7,-2.5%,0.4,63,i,1.0
NC(=O)COc1ccc(Cc2ncc(C(F)(F)F)cc2Cl)cc1,-2.7%,4.2%,1.1,2.5%,0.8%,i,8.2,-7.5%,0.1,39,i,0.2
CC(Oc1ccc(Cl)cc1Cl)C(=O)NCCC1=CCCCC1 (stereo not given),7.2%,6.0%,1.1,15.4%,6.2%,i,47.5,1.3%,2.3,62,i,1.2
COCCOc1ccc(C(F)(F)F)cc1NC(=O)c1ccc(C)cc1,12.2%,3.1%,1.1,5.7%,1.3%[50 µM],i,35.7,-4.8%,0.4,70,i,0.0
CC1CCN(S(=O)(=O)c2c[nH]c(=O)[nH]c2=O)CC1,9.5%,-1.3%,·,-0.9%,0.5%[50 µM],i,27.0,8.9%,-0.5,59,i,1.3
O=C(O)CC12CC3CC(C1)CC(n1ncc(N4CCC5(CC4)OCCO5)c(Cl)c1=O)(C3)C2,14.4%,-3.4%,·,-0.7%,-0.2%,i,18.8,1.8%,0.9,57,i,0.9
